HP1b chromo inh: inhibitors of HP1-beta chromodomain binding to methylated histone tails | Potency, µM (highest dose often 114 µM), inactives show at the top dose activity change, negative = inhibition, usual class: inhibitors | 390,000 compounds, 0.56% hits | P83916 | AID 540317 | AlphaScreen HP1-beta / biotin-H3K9me3 peptide binding; also: nearly all actives have a fitted effect of over 70% in size; inactives centre near 23
Target sequence (P83916 whole entry, looked up): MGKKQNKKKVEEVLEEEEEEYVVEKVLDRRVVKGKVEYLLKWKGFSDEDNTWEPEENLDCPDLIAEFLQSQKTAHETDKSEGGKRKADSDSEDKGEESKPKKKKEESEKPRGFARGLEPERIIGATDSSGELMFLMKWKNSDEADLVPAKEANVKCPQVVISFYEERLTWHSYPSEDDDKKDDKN
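HP1-beta protein (50 nM final) preincubated 30 min at room temperature with biotinylated H3(1-18)K9me3 peptide (50 nM) in PBS pH 7.4, 0.01% Tween-20, then compound added for 30 min. AlphaScreen streptavidin donor/nickel chelate acceptor beads (10 ug/mL final), 30 min dark, luminescence read.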
G9a inh: blocks human histone lysine methyltransferase G9a; G9a H3K9 monomethylation, AlphaScreen, 2 h; 350,000 compounds, 8.8% hits; Potency, µM (doses to about 102 µM), for the others: at the highest dose activity, negative = inhibition, usual class: inhibitors; also: % is scaled to controls: 0 for no effect and ±100 for the full control effect; nearly all actives have a fitted effect of over 75% in size
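Signal arises when biotinylated H3K9 peptide, once monomethylated, bridges streptavidin donor and antibody-captured acceptor beads. Enzyme at 20 nM was preincubated 15 min with test compounds; peptide 500 nM and SAM 20 uM then reacted for 2 h.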
Pin1 inh: blocks the human prolyl isomerase Pin1 | Q13526 | Pin1 FP peptide displacement, HiFluor488, 10 min | Potency, µM (top dose mostly 115 µM), for inactives: top-dose activity, negative = inhibition, hits mostly inhibitors | 390,000 compounds, 0.009% hits | AID 504891; active = well fitted inhibition curve with a large enough effect in the polarisation, with a control signal flat, not every such curve was filed as active; inconclusive = small, poorly fitted or top-dose-only effect, or effect the other way, or a change in a side signal; inactive = no such curve, though single readings can be large or run the other way; the % refers to the polarisation; also: % is scaled to controls: 0 for no effect and ±100 for the full control effect
Target sequence (Q13526 whole entry, looked up): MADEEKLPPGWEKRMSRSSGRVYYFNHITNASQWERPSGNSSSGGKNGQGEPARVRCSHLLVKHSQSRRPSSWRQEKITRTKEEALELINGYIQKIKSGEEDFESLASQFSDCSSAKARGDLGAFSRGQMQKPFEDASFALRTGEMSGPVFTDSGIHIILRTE
BAZ2B inh: inhibitors of human BAZ2B bromodomain; 360,000 compounds, 4.4% hits; Q9UIF8; AlphaScreen BAZ2B-H3K14Ac peptide displacement; Potency, µM (highest dose often 114 µM), without a hit: at the highest dose activity change, negative = inhibition, hits mostly inhibitors; also: % is scaled to controls: 0 for no effect and ±100 for the full control effect; nearly all actives have a fitted effect of over 60% in size
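Complex of BAZ2B and biotin-H3K14Ac (50 nM apiece) forms over 30 min at RT, then faces library compounds up to 110 uM for another 30 min; AlphaScreen beads added, 20 min dark incubation, luminescence read.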
POLI inh: DNA polymerase iota (human) inhibition. Q9UNA4. Pol iota fluorescent replication assay, 10 min. Potency, µM (highest dose often 115 µM), without a hit: at the top dose activity, negative = inhibition, usual class: inhibitors. 390,000 compounds, 1% hits. AID 588590
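Pol iota at 10 nM preincubated 15 min with compounds at room temperature; reaction started with fluorescent substrate, 50 nM final. Fluorescence read kinetically at 0 and 10 min; buffer-only wells as negative control.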
JMJD2A Tudor inh: JMJD2A Tudor domain (human) inhibition. AlphaScreen JMJD2A-Tudor / H3K4me3 peptide binding. Potency, µM (doses to about 114 µM), for the others: at the top dose activity change, negative = inhibition, most hits filed as inhibitors. 390,000 compounds, 4.4% hits. AID 504339; also: % is scaled to controls: 0 for no effect and ±100 for the full control effect; nearly all actives have a fitted effect of over 50% in size
GLS inh: glutaminase GLS (human) inhibition; GLS enzymatic activity, qHTS titration; AID 624170; Potency, µM (top dose mostly 45.5 µM), without a hit: at the highest dose activity change, negative = inhibition, usual class: inhibitors; 410,000 compounds, 0.21% hits; also: % is scaled to controls: 0 for no effect and ±100 for the full control effect
Target sequence (O94925 whole entry, looked up): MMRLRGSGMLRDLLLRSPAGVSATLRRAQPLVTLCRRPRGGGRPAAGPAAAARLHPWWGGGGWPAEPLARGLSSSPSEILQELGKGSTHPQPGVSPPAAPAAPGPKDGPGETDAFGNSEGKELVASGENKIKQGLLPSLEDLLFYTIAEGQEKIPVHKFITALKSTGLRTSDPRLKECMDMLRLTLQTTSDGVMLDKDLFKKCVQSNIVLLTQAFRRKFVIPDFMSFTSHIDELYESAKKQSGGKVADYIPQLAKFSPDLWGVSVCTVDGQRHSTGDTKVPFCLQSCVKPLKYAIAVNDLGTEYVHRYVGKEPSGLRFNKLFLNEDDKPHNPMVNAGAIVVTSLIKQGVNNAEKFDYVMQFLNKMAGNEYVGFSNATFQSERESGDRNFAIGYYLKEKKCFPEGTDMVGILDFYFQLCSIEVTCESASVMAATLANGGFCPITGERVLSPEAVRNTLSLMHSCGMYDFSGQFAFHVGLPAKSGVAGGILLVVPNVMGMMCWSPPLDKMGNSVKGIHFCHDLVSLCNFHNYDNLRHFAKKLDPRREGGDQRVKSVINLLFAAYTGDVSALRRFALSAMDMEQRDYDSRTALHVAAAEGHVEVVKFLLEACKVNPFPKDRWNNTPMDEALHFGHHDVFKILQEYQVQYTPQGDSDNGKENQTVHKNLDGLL
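Glutamate formation by hKGA was monitored fluorometrically using coupled glutamate oxidase, HRP and Amplex Red. Substrate was added as 1 mM L-glutamine solution; incubation was 30 min at RT after an initial read.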
PGK inhibitor: inhibitors of T. brucei phosphoglycerate kinase; PGK/GAPDH coupled, Kinase-Glo luminescence, 60 min; Potency, µM (series often up to 57.5 µM), inactives show at the top dose activity change, negative = inhibition, actives largely listed as inhibitors; 380,000 compounds, 0.043% hits; AID 602233; also: % is scaled to controls: 0 for no effect and ±100 for the full control effect; nearly all actives have a fitted effect of over 60% in size
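Luminescent ATP detection (Kinase-Glo Plus) follows a 60-minute room-temperature incubation, with wells lacking PGK as controls. Buffer: 100 mM TEA (pH 7.6), 5 mM MgCl2, 0.01% Tween-20. Coupling enzyme GAPDH (100 nM final) supplies unstable 1,3-BPG in-well.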
BLM inh: blocks DNA unwinding by human BLM helicase; Potency, µM (doses to about 56.1 µM), for inactives: at the highest dose activity change, negative = inhibition, actives largely listed as inhibitors; P54132; recombinant BLM DNA unwinding, fluorescence dequenching; 350,000 compounds, 0.2% hits;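 also: plate controls were vehicle for no effect and no enzyme for full effect; nearly all actives have a fitted effect of over 35% in size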
The depositor's hits bear a star; & = joins results of further samples; [ ] = another dose, or the depositor's remark. Unless noted, calls follow the shape of the dose curve; as a rule, active = well fitted curve in the direction sought with a large enough effect; inconclusive = small, poorly fitted or top-dose-only effect, or another doubt; inactive = no such curve, though single readings can be large; an effect the other way counts as inactive or inconclusive. Potency is read from the fitted curve at half-maximal effect. The list is partial (hit frequency here may not be typical).

Results for CCC(CC)c1nnc(NC(=O)c2cc([N+](=O)[O-])ccc2N2CCCCC2)s1 ?
HP1b chromo inh: -21%; G9a inh: inconclusive; Pin1 inh: 3%; BAZ2B inh: inconclusive; POLI inh: 61%[activator]; JMJD2A Tudor inh: inconclusive; GLS inh: 0%; PGK inhibitor: 7%; BLM inh: -6%

What do the screens show for `CCCCn1c(N)c(N(CCOC)C(=O)c2cc(-c3ccc(OC)cc3)nc3ccccc23)c(=O)[nH]c1=O`?
HP1b chromo inh: 41%[activator]; G9a inh: -1%[59 µM]; Pin1 inh: 0%; BAZ2B inh: -2%; POLI inh: 11%; JMJD2A Tudor inh: -9%; GLS inh: 0%; PGK inhibitor: 5%

How did C=CCN(CC=C)Cc1c(C)[nH]c2ccc(C(=O)OCC)cc2c1=O do in these assays?
HP1b chromo inh: 6%; Pin1 inh: 2%; BAZ2B inh: -9%; POLI inh: 7%; JMJD2A Tudor inh: -5%; GLS inh: 27%; BLM inh: 5%

What do the screens show for `COC(=O)c1ccccc1NC(=O)c1nc(-c2ccc(Cl)cc2)n2c1CCCCC2`?
HP1b chromo inh: 31%; G9a inh: -39%[59 µM]; Pin1 inh: 13%; BAZ2B inh: -5%; POLI inh: 3%; JMJD2A Tudor inh: -26%; GLS inh: -9%; PGK inhibitor: inactive; BLM inh: -5%

Results for CCN(CC(=O)NCc1ccc(Cl)cc1)C(=O)CSc1cccc(C(F)(F)F)c1 ?
HP1b chromo inh: 41%[activator]; G9a inh: -17%[0.501 µM]; Pin1 inh: 0%; BAZ2B inh: -2%; POLI inh: -17%; JMJD2A Tudor inh: 1%; GLS inh: -6%; PGK inhibitor: -8%

Results for Cc1ccc(Nc2n[nH]c(C)c2[N+](=O)[O-])c(C)c1 ?
HP1b chromo inh: 21%; G9a inh: -6%; Pin1 inh: 3%; BAZ2B inh: -38%; POLI inh: 27%; JMJD2A Tudor inh: -19%; GLS inh: 14%; PGK inhibitor: 5%; BLM inh: -2%

Results for CC(=O)NC(C)C(=O)OCC(=O)Nc1ccc(Br)cc1 (stereo unspecified) ?
HP1b chromo inh: 48%[activator]; G9a inh: 2%; Pin1 inh: inconclusive; BAZ2B inh: -8%; POLI inh: 12%; JMJD2A Tudor inh: 44%[activator]; GLS inh: -1%; PGK inhibitor: 14%; BLM inh: 0%

Results for CCOc1ccc(N/C(C)=C\C(=O)c2ccc3c(c2)OCCO3)cc1 ?
HP1b chromo inh: -21%; Pin1 inh: 1%; BAZ2B inh: 25µM*; POLI inh: 95%[activator]; JMJD2A Tudor inh: inconclusive; GLS inh: -3%; PGK inhibitor: 0%; BLM inh: 5%

What do the screens show for `O=C(NC12CC3CC(CC(C3)C1)C2)N1CCCC(CO)C1` (stereo unspecified)?
HP1b chromo inh: 45%[activator]; G9a inh: -14%[59 µM]; Pin1 inh: 3%; BAZ2B inh: -3%; POLI inh: 0%; JMJD2A Tudor inh: 18%[11.4 µM]; GLS inh: -17%; PGK inhibitor: -4%; BLM inh: 2%

How did O=C(Nc1ccc(OCc2ccccc2)cc1)Nc1cccnc1 do in these assays?
HP1b chromo inh: -7%; G9a inh: 0%[12.7 µM]; Pin1 inh: 1%; BAZ2B inh: -14%; POLI inh: 3%; JMJD2A Tudor inh: -14%; GLS inh: 6%; PGK inhibitor: -1%; BLM inh: -3%

How did COc1ccc(CNC(=O)C[C@H]2C(=O)N(Cc3ccc(OC)cc3)C[C@@H]2Cc2ccccc2)cc1 do in these assays?
HP1b chromo inh: 27%; Pin1 inh: 0%; BAZ2B inh: -3%; POLI inh: -10%&24%; JMJD2A Tudor inh: -21%; GLS inh: 12%; PGK inhibitor: -9%; BLM inh: -3%

How did Cc1ccc(CN(C(=O)COc2cc(C)c(Cl)c(C)c2)c2ccccn2)o1 do in these assays?
HP1b chromo inh: 43%[activator]; G9a inh: -1%[59 µM]; Pin1 inh: 9%; BAZ2B inh: 46%[activator]; POLI inh: 26%; JMJD2A Tudor inh: -4%; GLS inh: -8%; PGK inhibitor: -3%; BLM inh: -10%

2 compounds picked at random from those above, as already listed:
Results for Cc1ccc(Nc2n[nH]c(C)c2[N+](=O)[O-])c(C)c1 ?
HP1b chromo inh: 21%; G9a inh: -6%; Pin1 inh: 3%; BAZ2B inh: -38%; POLI inh: 27%; JMJD2A Tudor inh: -19%; GLS inh: 14%; PGK inhibitor: 5%; BLM inh: -2%

Results for CC(=O)NC(C)C(=O)OCC(=O)Nc1ccc(Br)cc1 (stereo unspecified) ?
HP1b chromo inh: 48%[activator]; G9a inh: 2%; Pin1 inh: inconclusive; BAZ2B inh: -8%; POLI inh: 12%; JMJD2A Tudor inh: 44%[activator]; GLS inh: -1%; PGK inhibitor: 14%; BLM inh: 0%

Back to the main list; the 2 compounds before the break are reprinted first.
How did COc1ccc(CNC(=O)C[C@H]2C(=O)N(Cc3ccc(OC)cc3)C[C@@H]2Cc2ccccc2)cc1 do in these assays?
HP1b chromo inh: 27%; Pin1 inh: 0%; BAZ2B inh: -3%; POLI inh: -10%&24%; JMJD2A Tudor inh: -21%; GLS inh: 12%; PGK inhibitor: -9%; BLM inh: -3%

How did Cc1ccc(CN(C(=O)COc2cc(C)c(Cl)c(C)c2)c2ccccn2)o1 do in these assays?
HP1b chromo inh: 43%[activator]; G9a inh: -1%[59 µM]; Pin1 inh: 9%; BAZ2B inh: 46%[activator]; POLI inh: 26%; JMJD2A Tudor inh: -4%; GLS inh: -8%; PGK inhibitor: -3%; BLM inh: -10%

What do the screens show for `O=C(CNc1ccc(Cl)cc1)NNC(=S)NCc1ccccc1`?
HP1b chromo inh: 6%; G9a inh: 50µM*; Pin1 inh: -8%; BAZ2B inh: -35%; POLI inh: 36%[activator]; JMJD2A Tudor inh: inconclusive; GLS inh: inconclusive; PGK inhibitor: -8%; BLM inh: -1%

How did COC(=O)c1ccc2c(c1)C(C)(C)C(/C=C/c1ccccc1O)=[N+]2C do in these assays?
HP1b chromo inh: inconclusive; G9a inh: inconclusive; Pin1 inh: inconclusive; BAZ2B inh: 8.9µM*; POLI inh: 28µM*; JMJD2A Tudor inh: 56µM*; GLS inh: 0%; PGK inhibitor: -4%; BLM inh: 6%

What do the screens show for `CCSC1=NCCN1C(=O)C(C)(C)Oc1ccc(Cl)cc1`?
HP1b chromo inh: 70%[activator]; G9a inh: -12%[12.7 µM]; Pin1 inh: -11%; BAZ2B inh: 7%; POLI inh: 26%; JMJD2A Tudor inh: 21%; GLS inh: -1%; PGK inhibitor: -2%; BLM inh: -7%

What do the screens show for `Cc1ccc(-n2c3c(cc(C(=O)NC4CCSC4=O)c2=O)C(=O)CCC3)cc1` (stereo unspecified)?
HP1b chromo inh: 37%[activator]; G9a inh: -43%[59 µM]; Pin1 inh: -7%; BAZ2B inh: -4%; POLI inh: 3%; JMJD2A Tudor inh: -14%; GLS inh: -4%; PGK inhibitor: 2%; BLM inh: -1%

What do the screens show for `Cc1cc(C)cc(N(CC(=O)NCC2CCCO2)S(=O)(=O)c2c(C)noc2C)c1` (stereo unspecified)?
HP1b chromo inh: 54%[activator]; G9a inh: 12%; Pin1 inh: -6%; BAZ2B inh: -4%; POLI inh: 32%[activator]; JMJD2A Tudor inh: -19%; GLS inh: -6%; PGK inhibitor: inactive; BLM inh: 1%

Results for COc1ccc(-c2cc(C(=O)N(C)CC(=O)Nc3ccccc3Br)c3ccccc3n2)cc1OC ?
HP1b chromo inh: 5%; G9a inh: 10%[0.501 µM]; Pin1 inh: -1%; BAZ2B inh: -4%; POLI inh: 23%; JMJD2A Tudor inh: -9%; GLS inh: -3%; PGK inhibitor: 1%

Results for CCC(Sc1nc(-c2ccccc2)c(C#N)c(=O)[nH]1)C(=O)Nc1cc(C)on1 (stereo unspecified) ?
HP1b chromo inh: 16%; G9a inh: -36%[12.7 µM]; Pin1 inh: -9%; BAZ2B inh: -31%; POLI inh: -18%; JMJD2A Tudor inh: -18%; GLS inh: 10%; PGK inhibitor: 4%[11.5 µM]; BLM inh: 0%

Results for CCCCc1c(C)[nH]c2nc3ccccc3n2c1=O ?
HP1b chromo inh: 46%; G9a inh: 34%; Pin1 inh: -3%; BAZ2B inh: 0%; POLI inh: 181%[activator]; JMJD2A Tudor inh: -17%; GLS inh: -10%; PGK inhibitor: inactive; BLM inh: -7%

Results for Cc1ccc(/C=C2\Sc3ccccc3C2=O)s1 ?
HP1b chromo inh: -16%; G9a inh: 12%[0.501 µM]; Pin1 inh: inconclusive; BAZ2B inh: 8.9µM*; POLI inh: 8%; JMJD2A Tudor inh: -27%; GLS inh: 0%; PGK inhibitor: -13%; BLM inh: -7%

What do the screens show for `CC1(c2ccc3noc(-c4ccc(F)cc4)c3c2)OCCO1`?
HP1b chromo inh: 57%; G9a inh: 2%; Pin1 inh: inconclusive; BAZ2B inh: inconclusive; POLI inh: -5%; JMJD2A Tudor inh: 17%; GLS inh: -6%; PGK inhibitor: 0%; BLM inh: 1%

What do the screens show for `COc1ccc(NC(=O)CCNS(=O)(=O)c2cccc3nsnc23)cc1Cl`?
HP1b chromo inh: -3%; G9a inh: -1%[59 µM]; Pin1 inh: 0%; BAZ2B inh: -1%; POLI inh: 4%; JMJD2A Tudor inh: -19%; GLS inh: 8%; PGK inhibitor: 2%; BLM inh: -2%

How did COc1ccc(OC)c(C2CC(=O)N3CN(c4ccccc4F)CSC3=C2C#N)c1 (stereo unspecified) do in these assays?
HP1b chromo inh: 14µM*; G9a inh: 2.2µM*; Pin1 inh: 0%; BAZ2B inh: 22µM*; POLI inh: -18%; JMJD2A Tudor inh: 22µM*; GLS inh: 2%; PGK inhibitor: -4%; BLM inh: 7%

Results for Nc1nonc1C(=O)N1CCCC1 ?
HP1b chromo inh: 50%[activator]; G9a inh: 12%; Pin1 inh: -5%; BAZ2B inh: -27%; POLI inh: -8%; JMJD2A Tudor inh: -15%; GLS inh: -1%; PGK inhibitor: -2%; BLM inh: 4%

How did CC1CCc2c(sc(NC(=O)C3c4ccccc4Oc4ccccc43)c2C#N)C1 (stereo unspecified) do in these assays?
HP1b chromo inh: 17%; G9a inh: -1%[59 µM]; Pin1 inh: 6%; BAZ2B inh: -12%; POLI inh: -2%; JMJD2A Tudor inh: -23%; GLS inh: 10%; PGK inhibitor: 3%; BLM inh: -9%
